SNCA expr inh = SNCA gene expression inhibition; 0.17% of 140,000 active; Potency, µM (top dose mostly 57.2 µM), without a hit: at the top dose activity change, negative = inhibition, actives largely listed as inhibitors; HEK-293 SNCA-luciferase knock-in, luminescence, 24 h;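 note: potency is the fitted concentration of half-maximal effect; plate controls were DMSO cells for no effect and cell-free wells for full effect; nearly all actives have a fitted effect of over 45% in size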
NIH3T3 tox = kills NIH 3T3 cells; NIH 3T3 viability, CellTiter-Glo ATP luminescence, 48-72 h; 4.3% of 94,000 active; AID 1345082; Potency, µM (titrated, usually from 96.7 µM), inactives show top-dose activity change, negative = cytotoxicity, hits mostly inhibitors; note: potency is the fitted concentration of half-maximal effect; nearly all actives have a fitted effect of over 55% in size
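First NIH 3T3 cells are plated at 400 cells/well; next compound is pinned in; then plates incubate 48 or 72 hr at 37 °C; finally CellTiter-Glo is added and luminescence read after 10 min.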
GPT2 inhibitor = GPT2 alanine aminotransferase inhibition | Recombinant GPT2, coupled pyruvate oxidase/HRP Amplex Red fluorescence | 0.25% of 100,000 active | Q8TD30 | Potency, µM (top dose mostly 57.7 µM), for the others: at the highest dose activity change, negative = inhibition, actives largely listed as inhibitors | AID 1671188; note: potency is the fitted concentration of half-maximal effect; nearly all actives have a fitted effect of over 60% in size; many of its hits are not listed in these tables
Target sequence (Q8TD30 whole entry, looked up): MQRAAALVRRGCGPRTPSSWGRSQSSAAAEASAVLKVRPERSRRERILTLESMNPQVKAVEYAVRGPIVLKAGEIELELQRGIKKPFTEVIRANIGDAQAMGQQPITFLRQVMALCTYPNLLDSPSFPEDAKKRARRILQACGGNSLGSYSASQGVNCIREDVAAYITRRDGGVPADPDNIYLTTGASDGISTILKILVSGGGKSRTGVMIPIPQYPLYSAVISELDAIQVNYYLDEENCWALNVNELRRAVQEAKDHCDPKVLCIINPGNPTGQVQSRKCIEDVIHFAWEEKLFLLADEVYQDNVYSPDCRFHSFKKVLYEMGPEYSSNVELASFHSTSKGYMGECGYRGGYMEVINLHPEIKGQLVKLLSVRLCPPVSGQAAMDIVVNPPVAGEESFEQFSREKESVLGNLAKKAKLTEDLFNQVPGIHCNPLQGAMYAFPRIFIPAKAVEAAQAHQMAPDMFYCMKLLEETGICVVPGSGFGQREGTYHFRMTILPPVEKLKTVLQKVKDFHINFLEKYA
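Fluorescence read-out: pyruvate from GPT2 turnover coupled to pyruvate oxidase, HRP and Amplex Red (0.2mM ThPP, 0.2U/mL PO and HRP, 50uM Amplex final). Substrates 250uM a-KG, 2mM L-alanine; enzyme 10ng/uL; 30 min RT.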
IP6K1 inhibitor = blocks human inositol hexakisphosphate kinase 1 | Q92551 | IP6K1 kinase, ADP-Glo luminescence, 2 h; hits give low values | activity change, % (series mostly up to about 58 µM) | 0.81% of 140,000 active | AID 1645851; in the data active = activity change below about -25%
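ADP-Glo luminescence measures ADP made by human IP6K1 during a 2 h RT reaction with ATP/IP6 (mix at 1.3 mM/130 uM); top library doses 57.5 and 19.1 uM final.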
HEK293 tox = cytotoxic compounds in HEK 293 cells | HEK 293 viability, ATP luminescence (CellTiter-Glo), 48-72 h | Potency, µM (highest dose often 115 µM), for inactives: at the highest dose activity change, negative = cytotoxicity, actives largely listed as inhibitors | 6.6% of 94,000 active; note: potency is the fitted concentration of half-maximal effect; nearly all actives have a fitted effect of over 60% in size
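HEK 293 cells seeded at 250 cells/well were exposed to compound for 48 or 72 hr at 37 degree Celsius. Viability taken as ATP content by CellTiter-Glo luminescence.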
HEK293 viab = counter-screen for SNCA expression inhibitors: cell viability | HEK-293-SNCA-luc viability, GF-AFC fluorescence, 24 h | Potency, µM (series often up to 57.1 µM), without a hit: top-dose activity change, negative = cytotoxicity, usual class: cytotoxic | 0.12% of 150,000 active | AID 1671193;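 note: potency is the fitted concentration of half-maximal effect; 0% = DMSO-treated cells and -100% = medium-only wells without cells; nearly all actives have a fitted effect of over 30% in size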
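HEK-293-SNCA-luc cells (1500/well) plated 24 h, then exposed 24 h to a dilution series; GF-AFC added 30 min at 37C, fluorescence 405/540 nm; normalised to medium-only and DMSO wells, Hill fit.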
FLuc inh = blocks purified firefly luciferase enzyme activity; purified P. pyralis luciferase, luminescence, biochemical; Potency, µM (series often up to 115 µM), inactives show at the highest dose activity change, negative = inhibition, hits mostly inhibitors; 2.5% of 76,000 active; AID 1347043; note: potency is the fitted concentration of half-maximal effect; nearly all actives have a fitted effect of over 65% in size
Target sequence (P08659 whole entry, looked up): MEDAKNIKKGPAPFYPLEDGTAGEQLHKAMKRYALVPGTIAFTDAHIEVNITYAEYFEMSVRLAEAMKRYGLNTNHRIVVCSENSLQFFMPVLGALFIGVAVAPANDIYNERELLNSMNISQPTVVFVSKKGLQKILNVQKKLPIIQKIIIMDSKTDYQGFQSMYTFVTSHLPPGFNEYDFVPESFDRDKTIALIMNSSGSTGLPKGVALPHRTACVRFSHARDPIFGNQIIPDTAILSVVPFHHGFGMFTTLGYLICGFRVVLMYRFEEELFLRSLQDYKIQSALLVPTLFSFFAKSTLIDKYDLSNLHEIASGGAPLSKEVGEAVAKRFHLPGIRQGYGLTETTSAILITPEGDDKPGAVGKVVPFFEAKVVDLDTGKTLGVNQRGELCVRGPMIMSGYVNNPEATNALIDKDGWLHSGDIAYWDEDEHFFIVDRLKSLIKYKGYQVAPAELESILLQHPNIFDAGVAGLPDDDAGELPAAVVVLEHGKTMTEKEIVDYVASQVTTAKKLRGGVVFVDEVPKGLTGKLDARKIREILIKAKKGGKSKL
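Luminescence read by CCD imaging after purified firefly luciferase (10nM final) was added to substrate buffer holding 10uM D-luciferin and 10uM ATP, pH 7.5, pre-dosed with compound.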
Numbers without * were called inactive; i = inactive; ? = inconclusive; nt = no result given; & = joins results of further samples; [ ] = dose if it differs, or a comment. Unless noted, calls come from the whole dose curve; as a rule, active = well fitted curve in the direction sought with a large enough effect; inconclusive = small, poorly fitted or top-dose-only effect, or another doubt; inactive = no such curve, though single readings can be large; an effect the other way counts as inactive or inconclusive. Unless noted, % is set by controls: 0 for no effect and ±100 for the full control effect.

1) CC(C)CCN1CCC(Oc2ncccc2C(=O)N(C)C)CC1
2) COc1ccc(C(=O)N2CCC(C(=O)N3CCCCCCNC(=O)CC3)CC2)cc1F
3) O=C(CC1COCCN1C(=O)CCn1cccc1)NCc1ccccc1F (configuration not stated)
4) CC1CCN(Cc2nnnn2CC(=O)N2CCN(c3ccccc3F)CC2)CC1
5) COc1cccc(N2CCN(C(=O)C(CCSC)NS(=O)(=O)c3ccc4c(c3)oc(=O)n4C)CC2)c1 (configuration not stated)
6) COCCCNC(=O)c1nc2sccn2c1-c1ccc(F)cc1
7) COc1ccc(-c2ccccc2NC(=O)C2CCCN(Cc3ccc(O)c(OC)c3)C2)cc1 (configuration not stated)
8) COCCn1c(C)cnc1CCNS(=O)(=O)c1c(C)nn(C)c1C

| Screen / compound no. | 1 | 2 | 3 | 4 | 5 | 6 | 7 | 8 |
| --- | --- | --- | --- | --- | --- | --- | --- | --- |
| SNCA expr inh | -10% | -21% | ? | -3% | -11% | -1%[87.6 µM] | -2% | 4% |
| NIH3T3 tox | -23% | -14% | -3% | 1% | nt | ? | ? | -11% |
| GPT2 inhibitor | i | -14% | 4%[11.5 µM] | -3% | nt | 1%[88.5 µM] | i | i |
| IP6K1 inhibitor | 13 | -1 | -5 | 6 | 6 | 0 | -3 | 11 |
| HEK293 tox | -1% | -3% | -6% | i | nt | -19%[172 µM] | ? | -1% |
| HEK293 viab | 3% | 2% | -1% | 1% | 12% | -7%[87.6 µM] | -13% | -2% |
| FLuc inh | -9% | -10% | 6% | -8% | nt | nt | 0% | 3% |

9) CC1=C[C@@H](CO)[C@H](C(C)C)C[C@H]1CC(=O)NCc1cccnc1
10) CO[C@H]1CN(C2CCN(C(=O)Cn3nc(C(F)(F)F)cc3C)CC2)[C@H]1c1cccnc1
11) FC(F)(F)c1cccc2c(N3CCC4(CCCN4Cc4ncc[nH]4)CC3)ccnc12
12) CCC(C)NC(=O)C(=O)Nc1c2c(nn1-c1ccccc1)CS(=O)(=O)C2 (configuration not stated)
13) COc1ccc(C(=O)N2CCC(c3nn(-c4ccc(OC)cc4)c(=O)[nH]3)CC2)cc1
14) CN(C)S(=O)(=O)N1CCCC(Cn2c(C3CC3)nc3cccnc32)C1 (configuration not stated)
15) CC(=O)NCc1nnc2n1C(C(=O)N1CCN(C)CC1)CC2 (configuration not stated)
16) Cc1cnc(C(=O)N2CC[C@H](CO)[C@H](N(C)C)C2)cn1

| Screen / compound no. | 9 | 10 | 11 | 12 | 13 | 14 | 15 | 16 |
| --- | --- | --- | --- | --- | --- | --- | --- | --- |
| SNCA expr inh | 15%[87.6 µM] | 10% | 73%[activator] | 21% | ? | -17% | 30%[87.6 µM] | -21% |
| NIH3T3 tox | -5%[138 µM] | -19% | ? | nt | -16% | -10% | -18%[138 µM] | -27% |
| GPT2 inhibitor | i | i | 3% | nt | 4% | i | 4%[88.5 µM] | -9% |
| IP6K1 inhibitor | -7 | 11 | 37 | 7 | 8 | 7 | -1 | 0 |
| HEK293 tox | -10%[172 µM] | -1% | ? | nt | -4% | -5% | -19%[172 µM] | -8% |
| HEK293 viab | 5%[87.6 µM] | 22% | -9% | 7% | -2% | 8% | 5%[87.6 µM] | 7%[12.5 µM] |
| FLuc inh | -2%[172 µM] | nt | ? | nt | 3% | 5% | nt | 4% |

17) CN1CCN(C(=O)c2ccc3nnc(-c4ccc([S+](C)(=O)[O-])cc4)n3c2)CC1
18) CCCS(=O)(=O)NCc1cccnc1Oc1cccc(C(F)(F)F)c1
19) COc1ccc(Nc2ccnc(N3CCC(NC(=O)c4ccc(Cl)nc4)CC3)n2)cc1
20) COCCOc1cc(-c2noc([C@@H]3CCCN3Cc3ccncc3)n2)ccn1
21) CCNC(=O)N1C[C@@H]2OCC(=O)N(Cc3ccc(F)cc3)[C@@H]2C1
22) O=C(c1ccc(Cl)cc1)N1CCC2(Cc3ccccc3NC2=O)C1 (configuration not stated)
23) C[C@@H]1CN(C(=O)c2cc(F)cc(C#N)c2)CC[C@@]1(O)C1CCOCC1
24) Cc1noc(C)c1S(=O)(=O)N1C[C@@H](Oc2cccnc2)C[C@H]1C(N)=O

| Screen / compound no. | 17 | 18 | 19 | 20 | 21 | 22 | 23 | 24 |
| --- | --- | --- | --- | --- | --- | --- | --- | --- |
| SNCA expr inh | -2% | -17% | 0% | -18%[87.6 µM] | 23%[87.6 µM] | -19%[87.6 µM] | -16% | -2% |
| NIH3T3 tox | -13% | -23% | ? | -5%[174 µM] | -13%[138 µM] | ? | 1% | -1% |
| GPT2 inhibitor | -7% | -3% | ? | i | i | 0%[88.5 µM] | -7% | i |
| IP6K1 inhibitor | -4 | 9 | -5 | 14 | 15 | 6&-4 | -6 | 15 |
| HEK293 tox | -12% | ? | ? | ? | -7%[172 µM] | ? | 0% | -2% |
| HEK293 viab | -9% | -4% | 6%[12.5 µM] | 4%[87.6 µM] | 0%[87.6 µM] | ? | 1% | -2% |
| FLuc inh | nt | -2% | nt | -12%[172 µM] | -4%[172 µM] | -5%[172 µM] | 4% | -1% |

25) Cc1ccc(OCC(=O)Nc2ccccc2C(=O)OCc2cc(=O)n3c(C)csc3n2)cc1
26) CCN(CC)C(=O)[C@@H]1C[C@@H](N)CN1C(=O)CC1CCCC1
27) COc1ccc(NC(=O)Cn2c(SCc3cc(C)ccc3C)nc3ccncc32)c(OC)c1OC
28) Cc1ccc(NC(=O)N2CCC(n3cnnc3C3CC3)C2)cc1 (configuration not stated)
29) COc1c2c(c(C)c3c1C(=O)OC3)O[C@@]1(C)CCC3(C(C)(C)O)OC(=O)CC[C@]3(C)[C@H]1C2 (some centres not stated)
30) O=C(CSc1nnc(NC(=O)NC2CCCCC2)s1)Nc1ccccc1F
31) Cc1ccc2c(c1)N(C(=O)Nc1ccc(Br)cc1F)CCO2
32) CCc1nc(C)cc(-c2cc(OC)c(OC)c(OC)c2)n1

| Screen / compound no. | 25 | 26 | 27 | 28 | 29 | 30 | 31 | 32 |
| --- | --- | --- | --- | --- | --- | --- | --- | --- |
| SNCA expr inh | 11% | -6% | -11% | 6% | nt | 13% | -3% | 17% |
| NIH3T3 tox | nt | i | nt | 3% | nt | nt | nt | -21% |
| GPT2 inhibitor | nt | 5%[11.5 µM] | nt | -7% | i | nt | nt | ? |
| IP6K1 inhibitor | 8 | 18 | -7 | -9 | 14 | -1 | 16 | 34 |
| HEK293 tox | nt | -1% | nt | 6% | nt | nt | nt | -26% |
| HEK293 viab | -2% | ? | -29% | -1% | -11%[23.9 µM] | -1% | -2% | -3% |
| FLuc inh | nt | 6% | nt | 1% | nt | nt | nt | -5% |

The list goes on, starting with the last three of the part before.
30) O=C(CSc1nnc(NC(=O)NC2CCCCC2)s1)Nc1ccccc1F
31) Cc1ccc2c(c1)N(C(=O)Nc1ccc(Br)cc1F)CCO2
32) CCc1nc(C)cc(-c2cc(OC)c(OC)c(OC)c2)n1
33) COC(=O)C1=COC(OC2OC(CO)C(O)C(O)C2O)C2C1CC(OC(=O)C(O)CC(=O)O)C2C (configuration not stated)
34) O=C(Nc1ccc(F)cc1F)C1CCN(c2ncccn2)CC1
35) CCOCCCNC(=O)C1CCCN(Cc2cccc(-c3cccs3)c2)C1 (configuration not stated)
36) COCCNC(=O)[C@@H]1C[C@H](Oc2ccccc2)CN1C(=O)c1ocnc1C
37) Cn1c(SCc2ccc(Br)cc2)nc2c([nH]c3ccccc32)c1=O
38) Cc1ccc([S+](=O)([O-])N2CCCC(C(=O)N3CCC(N4CCOCC4=O)CC3)C2)cc1 (configuration not stated)
39) COc1ccc(OC)c(S(=O)(=O)N2CC(CNC(=O)C3CC3)C3(CCCCC3)C2)c1 (configuration not stated)
40) Cc1ccc(-c2nc(SCC(=O)NCC3CCCO3)c(-c3ccc(C)cc3)[nH]2)cc1 (configuration not stated)

| Screen / compound no. | 30 | 31 | 32 | 33 | 34 | 35 | 36 | 37 | 38 | 39 | 40 |
| --- | --- | --- | --- | --- | --- | --- | --- | --- | --- | --- | --- |
| SNCA expr inh | 13% | -3% | 17% | nt | -5% | nt | -3% | -11% | 2% | -24% | 11% |
| NIH3T3 tox | nt | nt | -21% | nt | nt | ? | 4% | nt | ? | -34% | nt |
| GPT2 inhibitor | nt | nt | ? | 0%[27.3 µM] | nt | nt | ? | nt | i | i | nt |
| IP6K1 inhibitor | -1 | 16 | 34 | 5 | 6 | 12 | 3 | -4 | 10 | 22 | 6 |
| HEK293 tox | nt | nt | -26% | nt | nt | ? | i | nt | -15% | ? | nt |
| HEK293 viab | -1% | -2% | -3% | -2%[23.9 µM] | 5% | nt | 0% | 7% | -5% | -3% | 2% |
| FLuc inh | nt | nt | -5% | nt | nt | nt | 1% | nt | nt | nt | nt |

41) Cc1cccc(N2CCN(C(=O)c3noc(-c4ccc[nH]c4=O)n3)CC2)c1
42) O=C(Nc1ccccc1)N1C[C@@H](CO)[C@@H]2Oc3c(F)cccc3[C@@H]21
43) CC(C)CNC(=O)c1nc2sccn2c1-c1cccc(C(F)(F)F)c1
44) O=C(NC1CCN(c2cnn(CC3CC3)c(=O)c2)CC1)c1ccc2c(c1)OCO2
45) COCCN1CCC(C(=O)N2Cc3cnc(CC(C)C)nc3C2)CC1
46) O=C(CC1=C2CCCCC2NC1=O)NCC1CCN(Cc2cccc(F)c2)CC1 (configuration not stated)
47) COCCCn1c(SCC(=O)Nc2ccc(OC)cc2)nc2c(sc3ccccc32)c1=O
48) Cc1ccc2c(c1)N(CC(=O)Nc1ccccc1C(F)(F)F)C(=O)c1cccnc1O2

| Screen / compound no. | 41 | 42 | 43 | 44 | 45 | 46 | 47 | 48 |
| --- | --- | --- | --- | --- | --- | --- | --- | --- |
| SNCA expr inh | 6% | nt | -25% | 5% | 21% | 7% | 15% | 18% |
| NIH3T3 tox | -9% | ? | -32% | -3% | -26% | -7% | nt | nt |
| GPT2 inhibitor | i | nt | 4% | i | ? | i | nt | nt |
| IP6K1 inhibitor | 10 | 4 | 1 | 8 | 6 | 31 | -5 | -1 |
| HEK293 tox | ? | -23% | -10% | -4% | -30% | -10% | nt | nt |
| HEK293 viab | 5% | nt | -25% | ? | 2% | 1% | -6% | -9% |
| FLuc inh | 6% | nt | nt | -7% | -1% | 12% | nt | nt |

49) Cc1cccc(C)c1OCCCn1c(CCNC(=O)C2CCCCC2)nc2ccccc21
50) Cc1cc(Cn2cc3c4c(cccc42)[C@H](CC(C)C)N[C@H](C(=O)NCc2cncn2C)C3)no1
51) Cc1cccc(-c2nc(SCc3cc(=O)c4cccc(F)c4[nH]3)n[nH]2)c1
52) Cc1ccc(C(=O)N2C[C@@H](CO)[C@H](c3nc(C4CC4)no3)C2)nc1

| Screen / compound no. | 49 | 50 | 51 | 52 |
| --- | --- | --- | --- | --- |
| SNCA expr inh | ? | 8% | 2% | -14% |
| NIH3T3 tox | nt | -20% | nt | -2% |
| GPT2 inhibitor | nt | ? | nt | ? |
| IP6K1 inhibitor | 10 | 6 | -14 | -4 |
| HEK293 tox | nt | ? | nt | i |
| HEK293 viab | ? | 2% | -29% | 0% |
| FLuc inh | nt | 0% | nt | -7% |

Source: PubChem
